# Screening results from PubChem.
# TbREL1 inh: TbREL1 inhibition, primary screen; TbREL1 RNA ligation, FRET fluorescence; P86926; inhibition, % at 9.66 µM; actives 0.49% (n = 89,000); AID 1117264;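 active = inhibition above the mean inhibition across all screened compounds plus 3 SD, cut at about 11% in these data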;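 note: 0% = plate median of test wells and 100% = NSC42067 control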
# Target sequence (P86926 whole entry, looked up): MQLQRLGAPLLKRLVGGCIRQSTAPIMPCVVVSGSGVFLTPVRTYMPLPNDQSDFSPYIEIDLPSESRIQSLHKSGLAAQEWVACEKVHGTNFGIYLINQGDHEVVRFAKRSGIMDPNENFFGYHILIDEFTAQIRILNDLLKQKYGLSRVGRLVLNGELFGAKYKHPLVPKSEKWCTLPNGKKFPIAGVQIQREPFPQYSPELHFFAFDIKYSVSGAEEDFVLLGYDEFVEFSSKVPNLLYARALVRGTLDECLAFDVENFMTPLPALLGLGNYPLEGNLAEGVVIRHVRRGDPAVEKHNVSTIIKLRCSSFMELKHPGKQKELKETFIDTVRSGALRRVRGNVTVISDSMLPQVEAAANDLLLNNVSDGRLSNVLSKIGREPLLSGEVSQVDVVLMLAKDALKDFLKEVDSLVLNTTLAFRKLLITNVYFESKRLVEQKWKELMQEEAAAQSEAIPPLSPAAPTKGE
# * = called active by the depositor. This is a subset. The share of hits here may be higher or lower than overall.
SMILES,TbREL1 inh
CCOC(=O)C1(C)CCCN(C(=O)c2cccc3ccccc23)C1 (stereo not drawn),-0.7
Cc1ccc(N2CC(NC(=O)C3CC3)CC2=O)cc1 (stereo not drawn),-0.3
Cc1ccc(S(=O)(=O)Nc2ccc(Cl)cc2)cc1NC(=O)Cn1cnc2c1c(=O)n(C)c(=O)n2C,-2.5
O=[N+]([O-])c1ccc(C(=Nc2cccc3ccccc23)N2CCOCC2)cc1,0.1
O=C(NCC(=O)N(Cc1ccco1)C(C(=O)NC1CCCCC1)c1cccnc1)c1ccco1 (stereo not drawn),1.6
CC(=O)Nc1ccc2sn(-c3ccccc3)c(=O)c2c1,-0.6
CC1(c2ccccc2)CC(C)(C)N2C(=O)/C(=C3\SC(=S)NC3=O)c3cccc1c32 (stereo not drawn),2.1
O=C(NCCS(=O)(=O)NCc1ccccc1)c1ccc2c(c1)OCO2,2.6
CN1CCN(S(=O)(=O)c2ccc(NC(=O)Cc3ccc([N+](=O)[O-])cc3)cc2)CC1,4.0
CCCCN(CC)CCCNC(=O)c1cc2c(=O)n(C)c3ccccc3c2n1C,5.7
O=C(CCn1cnnn1)N1CCCC(Nc2ccc(F)cc2)C1 (stereo not drawn),-3.6
CC(=O)Nc1ccc(S(=O)(=O)NCCSCc2ccccc2Cl)cc1,-1.2
CC(C)(C)NC(=O)[C@]1(C)CCC[C@@]2(C)C3CC[C@@]4(C)C[C@]3(CCC21)CC4=O (stereo partly drawn),-0.9
O=c1c(C/C=C/c2ccccc2)c(O)nc2n1CCCS2,-2.8
COc1ccc(S(=O)(=O)N2CCCCCC2)cc1N(C)S(=O)(=O)c1ccccc1,5.1
COc1cccc(NC(=O)C2CC2)c1,3.2
Clc1ncnc2[nH]ccc12,-2.1
O=C(CSc1nnc(-c2ccco2)n1-c1ccc(Cl)cc1)Nc1ccc(S(=O)(=O)Nc2nccs2)cc1,2.6
O=C(CCn1cnnn1)N1CCCC(Nc2ccc(F)c(F)c2)C1 (stereo not drawn),-3.4
CC(C)OC(=O)c1cccc(C(=O)OCc2ccco2)n1,-0.1
COc1ccc(N=Nc2nc3ccc(Br)cc3n2C)cc1,-5.9
Cc1cccc(Cn2cc(COC(=O)N3CCOCC3)nn2)c1,3.3
O=C(COc1cccnc1[N+](=O)[O-])Nc1ccccc1Sc1ccccc1,-0.4
CCc1ccc(Cc2cnc(NC(=O)C3=NCCN3)s2)cc1,0.6
Cc1ccccc1CSCC(=O)c1c(N)n(CC(C)C)c(=O)n(C)c1=O,-3.2
Cc1ccc(C(=O)OCC(=O)N2C(C)CCCC2C)cc1S(=O)(=O)N1CCOCC1 (stereo not drawn),0.9
CC(OC(=O)c1ccc(NS(=O)(=O)c2ccc3[nH]c(=O)[nH]c3c2)cc1)C(=O)Nc1cccc(Cl)c1Cl (stereo not drawn),-4.8
CCOC(=O)c1ccc(/C=C2/C=C(c3ccccc3)N(c3ccc(Cl)c(C(=O)O)c3)C2=O)cc1,5.5
Cn1cnnc1Sc1ccc(C(F)(F)F)cc1[N+](=O)[O-],0.6
CN(CC1CCOCC1)C(=O)CC1C(=O)NCCN1Cc1ccc(F)c(F)c1 (stereo not drawn),0.1
CC(=O)Nc1ccc(NC(=O)CSc2nnc(CC(C)O)n2-c2ccccc2)cc1 (stereo not drawn),5.5
COc1ccc(N(CC(=O)Nc2ccc(C)cn2)S(=O)(=O)c2c(C)noc2C)cc1,-1.8
O=C(c1cccc(S(=O)(=O)Nc2ccccc2Cl)c1)N1CCN(C(=O)c2ccco2)CC1,-0.7
O=C1CSC(=Nc2ccc(Cl)cc2)N1Cc1ccco1,2.3
CC1CCc2sc(C(=O)NCC(c3ccco3)N3CCCCC3)cc2C1 (stereo not drawn),-1.6
c1coc(-c2nnc3sc(C4CCCCC4)nn23)c1,-1.4
O=C(OCc1cn([C@@H]2CN(C(=O)C3CCCCC3)[C@@H](c3ccc(Cl)cc3)C[C@H]2O)nn1)c1ccccc1,0.0
CCCCn1c2c(c(=N)c3c1CCC3)CCC2,-3.6
CC1(C)COC(c2cc3c(cc2Br)OCO3)OC1,-0.7
COC(=O)c1ccc(N2C(c3cccc(OC)c3)=Cc3ccc(F)cc3C2c2c(C)[nH]c3ccccc23)cc1 (stereo not drawn),5.1
O=C(NCc1ccc(F)cc1)c1cc(-c2ccco2)on1,-0.6
COC(=O)[C@H]1Cc2cnoc2C[C@]1(C)C(=O)O,5.3
Cc1nn(Cc2ccccc2Cl)c(C)c1NC(=O)C1C2CCC(O2)C1C(=O)O (stereo not drawn),-0.9
CC(C)C[C@H](NC(=O)OC(C)(C)C)C(=O)N[C@@H](CO)[C@H](O)[C@@H]1C[C@@H]1C(=O)NC1CCCCC1,0.7
Cc1ccc(NC(=O)CN2C(=O)NC3(CCc4ccccc43)C2=O)cc1Cl (stereo not drawn),-2.3
Cc1ccoc1C(=O)Nc1cccc(Oc2ccccc2)c1,1.0
Cc1ccc(Cl)cc1S(=O)(=O)N1CCC(C(=O)NC2CCN(Cc3ccccc3)CC2)CC1,-1.1
CCOc1ccc(N(CC(=O)NCc2ccc(F)cc2)C(=O)c2snc(C(N)=O)c2N)cc1,-1.1
Cc1cc2oc(C(=O)NC3CCS(=O)(=O)C3)c(C)c2cc1C (stereo not drawn),1.4
O=C1CCCC2=C1C(c1cccc(O)c1)C1=C(N2)c2ccccc2C1=O (stereo not drawn),-4.4

# (more compounds)
SMILES,TbREL1 inh
COc1ccc(C(=O)NC(=S)NNC(=O)c2ccc(C)cc2)cc1,-14.2
Cn1c(SCC(=O)NCCN2CCCCC2)nc2cccnc21,0.4
CCCCN(C(=O)CSc1n[nH]c(-c2ccc(C)cc2)n1)c1c(N)n(CCCC)c(=O)[nH]c1=O,-1.2
O=C(NCc1ccco1)/C(=C\c1ccco1)NC(=O)c1ccccc1Cl,-1.6
Fc1cccc(-c2nn[nH]n2)c1,1.6
COc1cc(OC)cc(-c2c(C#Cc3ccsc3)c3cc(-c4ccc(C(N)=O)cc4)ccc3n2C)c1,5.6
CCc1cc2cccc(C)c2nc1SCC(=O)N1CCN(C(=O)c2ccco2)CC1,-3.8
CCOC(=O)C(CSCc1ccccc1)NC(=O)OC(C)(C)C (stereo not drawn),-1.0
Cc1ccccc1CS(=O)(=O)Cc1ccc(C(=O)NC2CCCCC2)o1,0.2
Cn1nnnc1SCC(=O)N1CCN(S(=O)(=O)c2ccccc2)CC1,0.7
CCOC(=O)c1[nH]c2cc(OC)c(OC)cc2c1N,-1.9
Clc1ccc(CN2C3=NCCN3c3ccccc32)cc1,10.1
CCCOc1ccc(-c2c(C(=O)N/N=C/c3ccc(OC)cc3)nnn2-c2nonc2N)cc1,1.1
COc1ccc(Cl)cc1NC(=O)CN1C(=O)CC(C)S(=O)(=O)c2ccccc21 (stereo not drawn),0.2
Cc1cc(O)ccc1Nc1nc2ccccc2nc1Nc1ccc(O)cc1C,-2.4
O=C(N=C1SC2CS(=O)(=O)CC2N1c1cccc(F)c1)C1CC1 (stereo not drawn),2.1
Cc1ccc(C(=O)N/N=C2\CCCc3ccccc32)c(C)c1,-2.2
COC(=O)c1ccc(-c2csc(NC(=O)c3ccc(S(=O)(=O)N4CCc5ccccc5C4)cc3)n2)cc1,-1.1
CCC(C)N(C(=O)COC(=O)CN=C1NS(=O)(=O)c2ccccc21)C1CCS(=O)(=O)C1 (stereo not drawn),4.8
O=C(CN1CCCc2ccccc21)NCc1ccc(F)cc1,3.0
NC(=O)c1nc[nH]c1C(=O)Nc1cccc(C(F)(F)F)c1,2.7
Cc1ccc(-c2noc(Cn3nc(C(=O)O)c4ccccc4c3=O)n2)cc1,-0.4
CC(=O)OCC(OC(C)=O)C(OC(C)=O)C(OC(C)=O)C(=O)Nc1ccc(C)cc1C (stereo not drawn),-1.1
COc1cc(C=O)ccc1OCc1ccc(Cl)nc1,2.8
CCCCCn1c(=N)n(CC(O)COc2ccccc2OC)c2ccccc21 (stereo not drawn),11.4*
O=C(Nc1ccccc1)OCCOc1ccccc1,-0.7
CSCCC1NC(=O)N(CC(=O)Nc2ccc3c(c2)OCCO3)C1=O (stereo not drawn),-2.8
O=C(N/N=C/C=C\c1ccccc1)c1cnccn1,-3.4
O=C(NNC(=O)C1CCCO1)c1ccc(F)cc1 (stereo not drawn),-1.5
O=C(/C=C/c1cccs1)N1CCN(c2ccccc2F)CC1,0.5
CCN(C(=O)CSc1nnc(-c2cccc(F)c2)n1N)c1c(N)n(Cc2ccccc2)c(=O)[nH]c1=O,-0.4
CN(C(=O)CSc1ncc(C(F)(F)F)cc1Cl)c1c(N)n(Cc2ccccc2)c(=O)[nH]c1=O,-0.1
Cc1nc(NC(=O)c2ccc(Cl)cc2)nc2cc3c(cc12)OCO3,8.2
COC(=O)[C@]12CCCCC=C1N(Cc1ccco1)C(=O)[C@H](CC(=O)N1CCSCC1)C2,0.2
O=C1C2C3C=CC(O3)C2C(=O)N1N=C1CCCCC1 (stereo not drawn),2.2
CN(C)CCCN(C(=O)c1ccc(C(=O)c2ccccc2)cc1)c1nc2ccc(F)cc2s1,13.8*
CN(Cc1cccc(F)c1)C(=O)c1ccc(S(=O)(=O)C(F)F)cc1,-1.0
COc1ccccc1C1=NNC(=NCc2ccccc2)SC1,-2.2
CCn1c(COc2ccc(=O)n(-c3ccccc3)n2)nnc1SCc1ccc(OC)cc1,-2.2
COc1ccc(O)c(C2=Nc3ccccc3N=C(c3ccccc3)C2)c1,-3.2
O=c1[nH]c2cc3c(cc2cc1CN(CCCO)C(=S)NCc1ccco1)OCO3,4.9
Cc1ccc(NC(=O)CSc2ccc(-c3cccnc3)nn2)cc1Cl,2.6
CC(=O)c1c(C)[nH]c(C(=O)OC2CCCCC2=O)c1C (stereo not drawn),-1.3
CC(NC(=O)c1nn(C)c(=O)c2ccccc12)c1ccccc1 (stereo not drawn),-0.2
COc1ccc(-n2c(SCC(=O)Nc3ccccc3-c3ccccc3)nnc2-c2ccco2)cc1,4.2
Fc1ccc(NC(=S)N2CCOCC2)cc1Cl,-4.5
CS(=O)(=O)N(CC(=O)N1CCN(c2ccc(F)cc2)CC1)c1cccc(Cl)c1,-3.4
CC(C)SCCCCOc1ccc2ccccc2c1,1.2
C[C@H](CO)N1C[C@H](C)[C@H](CN(C)Cc2ccc(C(=O)O)cc2)OCc2ccccc2-c2c(n(C)c3ccccc23)C1=O,7.2
CCOc1cc(C)c(S(=O)(=O)N2CCCCC2)cc1C,-0.2

# Going on with the list.
SMILES,TbREL1 inh
O=C(NCCc1ccccc1F)c1ccc(Sc2ccccc2Cl)c([N+](=O)[O-])c1,-1.0
CCN(CC)S(=O)(=O)c1ccc(N2Cc3ccccc3C2=N)cc1,4.3
O=C(NCc1ccccn1)Nc1cccc([N+](=O)[O-])c1,6.1
CCn1c(CSCc2ccc(F)cc2)nnc1SCC(=O)N1CCN(c2ccccc2)CC1,-6.3
O=C(COC(=O)c1cccc(O)c1)NCc1ccc2c(c1)OCO2,-1.4
N#C/C(C(=O)NCc1ccccc1)=C1\SC(CCO)C(=O)N1c1ccccc1 (stereo not drawn),-1.0
C=CCc1ccccc1OCC(O)CNC (stereo not drawn),-1.7
N#CCCN1CCC(NC(=O)OCc2ccccc2)CCC1=O (stereo not drawn),-0.6
COc1ccc(-c2cc3cc(OC)c(OC)cc3cn2)cc1,-2.9
CCCCCC(=O)N1C[C@@H](n2cc(-c3ccc(F)cc3)nn2)[C@H](O)C[C@@H]1c1ccccc1,-1.5
COc1ccc(/C=N/NC(=O)CNC(=O)/C=C/c2ccco2)cc1OC,4.9
Cn1c(=O)c2c(nc(SCC(=O)NCC3CCCO3)n2Cc2ccc(F)cc2)n(C)c1=O (stereo not drawn),-1.3
CC(CNC(=O)c1ccc(Br)o1)NC(=O)c1ccc(Br)o1 (stereo not drawn),5.2
Cc1ccc(C(=O)CNc2nc3c(c(=O)[nH]c(=O)n3C)n2Cc2ccccc2)cc1,0.9
Cc1nc2ccccc2cc1C(=O)N/N=C/c1ccccc1[N+](=O)[O-],0.8
O=C(Nc1ccccc1C(=O)NC(Cc1ccccc1)C(=O)O)c1ccccc1 (stereo not drawn),3.3
COc1ccc(/C=C\c2onc(C)c2S(=O)(=O)N2CCC(C(=O)NCc3ccco3)CC2)cc1,-0.3
CN1[C@H](Cc2ccccc2)COc2cccc(F)c2S1(=O)=O,1.9
O=C(Cc1ccccc1F)NC1CCSc2ccccc21 (stereo not drawn),2.1
COC(=O)c1cccc(NC(=O)NC2CCCN2S(=O)(=O)c2ccc(Cl)cc2)c1 (stereo not drawn),-1.0

# A portion taken from the entries so far:
SMILES,TbREL1 inh
CCOC(=O)C1(C)CCCN(C(=O)c2cccc3ccccc23)C1 (stereo not drawn),-0.7
Cc1ccc(N2CC(NC(=O)C3CC3)CC2=O)cc1 (stereo not drawn),-0.3
Cc1ccc(S(=O)(=O)Nc2ccc(Cl)cc2)cc1NC(=O)Cn1cnc2c1c(=O)n(C)c(=O)n2C,-2.5
O=[N+]([O-])c1ccc(C(=Nc2cccc3ccccc23)N2CCOCC2)cc1,0.1
O=C(NCC(=O)N(Cc1ccco1)C(C(=O)NC1CCCCC1)c1cccnc1)c1ccco1 (stereo not drawn),1.6
CC(=O)Nc1ccc2sn(-c3ccccc3)c(=O)c2c1,-0.6
CC1(c2ccccc2)CC(C)(C)N2C(=O)/C(=C3\SC(=S)NC3=O)c3cccc1c32 (stereo not drawn),2.1
O=C(NCCS(=O)(=O)NCc1ccccc1)c1ccc2c(c1)OCO2,2.6
CN1CCN(S(=O)(=O)c2ccc(NC(=O)Cc3ccc([N+](=O)[O-])cc3)cc2)CC1,4.0
CCCCN(CC)CCCNC(=O)c1cc2c(=O)n(C)c3ccccc3c2n1C,5.7
O=C(CCn1cnnn1)N1CCCC(Nc2ccc(F)cc2)C1 (stereo not drawn),-3.6
CC(=O)Nc1ccc(S(=O)(=O)NCCSCc2ccccc2Cl)cc1,-1.2
CC(C)(C)NC(=O)[C@]1(C)CCC[C@@]2(C)C3CC[C@@]4(C)C[C@]3(CCC21)CC4=O (stereo partly drawn),-0.9
O=c1c(C/C=C/c2ccccc2)c(O)nc2n1CCCS2,-2.8
COc1ccc(S(=O)(=O)N2CCCCCC2)cc1N(C)S(=O)(=O)c1ccccc1,5.1

# (cont.)
SMILES,TbREL1 inh
O=C(c1ccco1)N1CCN(C(=O)C(Cc2ccccc2)NS(=O)(=O)c2cccs2)CC1 (stereo not drawn),-2.7
Cc1ccc(/C=N/NC(=O)c2cccc(S(=O)(=O)N3CCOCC3)c2)o1,-1.7
CCCC(=O)Nc1ccccc1NC(=O)c1cc(OC)c(OC)c(OC)c1,-1.1
CC1(C)CC(NC(=O)c2ccccc2Cl)CC(C)(C)N1,0.9
